From PubChem BioAssay
Cneo AK release: Cryptococcus neoformans cell lysis inducers, primary screen, AK release luminescence, single concentration; C. neoformans lysis, adenylate kinase release luminescence, 4 h; normalised: neutral wells 0, clomiphene wells 100; AID 651654, 2012; lysis activity, % at 15 µM; 0.2% of 360,000 active;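 active means mean lysis activity across replicates of at least 80%, whatever share of replicates individually reach that level; inactive means mean lysis activity below 80%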
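Schedule: static 4 h at 37 °C with compound, 1 h detection; system: C. neoformans cells; benchmarks: Clomiphene as positive control; buffer or medium: fresh YPD medium; measure: luminescence rise reflecting yeast cell lysis; measured by: luminescent adenylate kinase detection reagent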
C2C12 statin: suppressors of statin myotoxicity in C2C12 myotubes, primary screen, cell-based, single point, plate reader; C2C12 myotubes + simvastatin, ATP luminescence, 48 h; scaled: DMSO 0, geranylgeraniol control 100; rescue of ATP level, % at 7.49 µM; 0.78% of 330,000 active; AID 602340, 2012;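 active means mean ATP rescue above about 67%, or every replicate alone reaching that limit, limit read from the data, passing the limit was not always enough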;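 further: myotubes were challenged with 10 µM simvastatin during compound exposure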
ARNT-TACC3 inh: disruptors of ARNT/TACC3 protein interaction, primary screen, biochemical, AlphaScreen, single concentration; Transforming acidic coiled-coil-containing protein 3 (Homo sapiens), Q9Y6A5; AlphaScreen His-ARNT PAS-B/GST-TACC3 binding, luminescence; TACC3 fragment carries E629A point mutation; inhibition, % at 9.99 µM; 0.66% of 390,000 active; AID 623870, 2012;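 active means mean inhibition of replicates at least 50% and at least half of replicates each reaching 50%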;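 further: 0% = complete ARNT plus TACC3 wells and 100% = ARNT alone without TACC3; many hits fall short of the cut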
PglD inh: C. jejuni PglD acetyltransferase inhibitors, primary screen, biochemical, DTNB colorimetric, single point. purified PglD enzyme, DTNB colorimetric CoA detection. inhibition, % at 12.5 µM. 0.098% of 360,000 active. AID 602405, 2012; in the data active means inhibition above about 16%, passing the limit was not always enough; further: strong numbers were not always called active
GSIS activator: GLuc luminescence reporter in INS-1E cells, primary screen for activators of glucose-dependent secretion of insulin; INS-1E GLuc reporter insulin secretion, 2-3 h; activation, % at 16.6 µM; 0.61% of 370,000 active; AID 743287, 2014;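 active means lowest replicate activation of at least 40%, so every replicate reaches that level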;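 further: 0% = median of neutral control wells and 100% = median of IBMX positive control wells; some compounds called inactive have numbers as strong as hits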
LGR2 antag: inhibitors of bursicon-induced LGR2 CRE-luciferase signal, primary screen, cell-based, HEK293, CRE-luciferase reporter, bursicon stimulation; bursicon-stimulated, 4 h; 0.35% of 380,000 active; Drosophila bursicon receptor LGR2 (rickets); inhibition, % at 9.99 µM;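 active means drop in luminescence signal, shown as inhibition above about 50% in the replicate tests, limit read from the data, passing the limit was not always enough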;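 further: agonist challenge used bursicon conditioned medium at about half maximal strength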
PGC1a acetyl inh: inhibitors of PGC1a acetylation signal, primary screen, cell-based, U2OS, AlphaScreen, inhibitor mode; AlphaScreen anti-acetyl-lysine; with virally co-expressed GCN5 acetyltransferase; inhibition, % at 15.6 µM; 0.17% of 350,000 active;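 active means every replicate shows inhibition of at least 40%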;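 further: 0% = neutral control wells and 100% = positive control wells; some results beyond the cut were filed as inactive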
PAX8 reporter: inhibitors of PAX8-driven TPO luciferase reporter, primary screen, RMG-I cells, single concentration; SteadyGlo, 24 h; inhibition, % at 12.6 µM; 1.2% of 360,000 active; AID 652154, 2013;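 active means mean replicate inhibition at least 60% with every replicate also reaching 60%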;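 further: luciferase light reporting Pax8 driven TPO promoter activity; plate controls were median of neutral control wells for no effect and mitoxantrone controls for full effect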
* marks the source's active call; other numbers are inactive results; . = not tested or not shown; & = joins results of further samples.

SMILES | Cneo AK release | C2C12 statin | ARNT-TACC3 inh | PglD inh | GSIS activator | LGR2 antag | PGC1a acetyl inh | PAX8 reporter
CC1NC(C)c2c(ccc3ccccc23)O1 (stereo not drawn) | 1 | -4 | 2 | -3 | 0 | -11 | -3 | 21
O=C(CNS(=O)(=O)c1c(Cl)cccc1Cl)N1CCCCCC1 | 5 | -3 | -6 | -4 | 0 | -14 | 0 | 10
CCOC(=O)c1c(C)n(CCOc2ccccc2)c2ccc(O)cc12 | -1 | -6 | -5 | -4 | 12 | 3 | -11 | -1
CC1=C(C(=O)OC(C)C)C(c2ccc(N(C)C)cc2)C2=C(CC(C)(C)CC2=O)N1 (stereo not drawn) | 1 | -10 | 0 | -1 | -17 | . | 0 | -13
CC(C)CC#Cc1cnc2c(c1)C(=O)N([C@@H](C)CO)C[C@@H](C)[C@H](CN(C)Cc1ccccn1)O2 | 0 | 24 | 2 | 2 | 22 | 11 | -10 | .
COc1ccc(NC(=O)CN(C)C(=O)c2ccc(S(=O)(=O)Nc3ccccc3C)cc2)cc1 | . | 10 | -1 | -4 | -11 | 21 | 0 | 2
O=C(CSc1ncccn1)NC(=O)Cc1ccccc1 | 2 | 4 | . | -1 | 12 | 4 | 4 | -10
C[C@H]1CN([C@@H](C)CO)C(=O)CCCn2nncc2CO[C@@H]1CN(C)Cc1ccccc1 | -1&-1 | 5&-3 | 2 | 1&-1 | 2&11 | 7&-18 | 12&1 | -2&-3
CCC(=O)N(C)C[C@@H]1Oc2cc(-c3ccccc3C)ccc2S(=O)(=O)N([C@H](C)CO)C[C@H]1C | 0 | -51 | 4 | -1 | 31 | 7 | -17 | .
CC(C)(C)SC(C(=O)N1CCOCC1)c1ccc(Br)cc1 (stereo not drawn) | -1 | -4 | 1 | 7 | -23 | 21 | -8 | -6
Cc1cn([C@H]2C[C@H](O)[C@@H](CNCC3=Cc4cc(O)ccc4OC3)O2)c(=O)[nH]c1=O | 1 | 1 | . | 1 | 14 | -11 | . | -2
O=C(C[C@@H]1C[C@@H]2c3cc(NC(=O)Cc4ccncc4)ccc3O[C@@H]2[C@@H](CO)O1)NCC1CC1 | -2 | -1 | -3 | 2 | -4 | -13 | -19 | -7
Cc1ccc(S(=O)(=O)c2cccc(S(=O)(=O)N3CCCC3)c2)cc1S(=O)(=O)N1CCCC1 | -3 | 90* | -21 | -2 | . | . | -17 | .
OC(c1ccc(CN2CCCCC2)cc1)c1ncc(-c2ccccc2F)[nH]1 (stereo not drawn) | 1 | 1 | . | -5 | 10 | 2 | 1 | -5
COc1ccc(CCNC(=O)C2C3CCC(C3)C2C(=O)O)cc1OC (stereo not drawn) | 5 | 2 | -2 | -1 | 7 | 0 | -3 | -7
O=C(NCC1CCCCC1)c1cccc([N+](=O)[O-])c1 | -5 | 1 | -5 | -2 | . | -12 | 1 | -2
COc1ccc(C(=O)NCC(=O)OCC(=O)N2CCCc3ccccc32)cc1 | . | . | -6 | . | 32 | 14 | . | 13
COc1ccc(-c2csc(-n3ncc(-c4ccccn4)c3N)n2)cc1 | 3 | 6 | -3 | -1 | 1 | 0 | 6 | -3
O=C(COC(=O)CNC(=O)C1CCCCC1)Nc1ccc(F)c([N+](=O)[O-])c1 | 2 | 8 | 1 | 3 | . | -42 | 2 | 5
Cc1ccc(CCNC(=O)C2CCN(S(=O)(=O)c3cccc4nsnc34)CC2)cc1 | 2 | 12 | -8 | 3 | . | . | 2 | .
CNC[C@@H]1Oc2c(NC(=O)C3CC3)cccc2C(=O)N([C@H](C)CO)C[C@H]1C | 1 | 1 | . | 5 | 24 | -4 | -3 | -21
CNC[C@@H]1Oc2ncc(-c3ccccc3F)cc2C(=O)N([C@@H](C)CO)C[C@@H]1C | 1 | 0 | 37 | -3 | 16 | -1 | 30 | -13
Cc1ccc(NC(=O)CN2C(=O)N/C(=C/c3ccccc3OCc3cccc(C(=O)O)c3)C2=O)cc1 | -3 | -4 | 8 | 4 | 2 | -37 | -8 | -134
Cc1ccc2c(CC(=O)OCn3nnc4ccccc4c3=O)coc2c1 | 1 | -25 | 2 | -5 | . | . | 5 | .
CC[C@@]1(C(=O)OC)N[C@H](CN(C)C(=O)c2ccc(C(C)(C)C)cc2)[C@@H]2C(=O)N(Cc3ccccc3)C(=O)[C@@H]21 | 2 | -9 | 2 | -5 | 2 | -26 | . | 0
O=C(O)c1ccccc1Sc1ccccc1S(=O)(=O)NC1CCCCC1 | 5 | 5 | 1 | 2 | -25 | -2 | -17 | -4
CCOC(=O)/C=c1\s/c(=C\c2ccc(-c3ccccc3)cc2)c(=O)n1CC(=O)NCc1ccc2c(c1)OCO2 | 0 | . | . | 4 | -11 | 0 | . | 1
CS(=O)(=O)Oc1ccc(Br)c2cccnc12 | 1 | 1 | -15 | 0 | 3 | 19 | . | -4
Cc1cc(NC(=O)c2cnn3cccnc23)nn1CC(=O)Nc1cccnc1 | 0 | -6 | 5 | 4 | 29 | -9 | 0 | .
CC(=O)Nc1ccccc1C(=O)N1CCN(Cc2ccccc2)CC1 | . | . | 3 | . | 21 | 20 | . | 4
COc1ccc(CNC(=O)c2cc(S(=O)(=O)N3CCOCC3)cn2C)cc1 | 0 | 11 | 31 | -1 | -4 | 11 | 7 | 8
CCOc1ccccc1NC(=O)NS(=O)(=O)c1ccc(C)cc1 | 1 | 6 | 0 | 2 | -2 | -6 | . | .
CCN(C[C@H]1[C@H](c2ccccc2)[C@@H](CO)N1C(=O)C1CC1)C(=O)NC1CCCC1 | -1 | 7 | 0 | 0 | -4 | -37 | 9 | 3
Cc1ccc(S(=O)(=O)/N=C(\c2ccccc2)N(C)S(=O)(=O)c2ccccc2)cc1 | . | . | -3 | . | 12 | . | -1 | 0
CCn1c(=O)c(=O)[nH]c2cc(C(=O)NC3CC3)ccc21 | -1 | 16 | 2 | -2 | -5 | 7 | 5 | -14
CN1CCN(C(=O)C[C@@H]2C=C[C@@H](NC(=O)Cc3ccccn3)[C@@H](CO)O2)CC1 | -1 | -7 | -8 | 3 | -1 | -27 | 13 | -12
O=S(=O)(Nc1ccc(F)cc1Cl)c1ccc(-c2cnc(C3CC3)o2)cc1 | 1 | -45 | -2 | -5 | . | 6 | 4 | 28
C[C@H](CO)N1C[C@H](C)[C@H](CN(C)S(C)(=O)=O)Oc2cc(-c3ccc(F)cc3)ccc2S1(=O)=O | -1 | -4 | -2 | 5 | -9 | 25 | -1 | -15
COc1ccc2cc(CN(Cc3ccco3)Cc3nnnn3C3CCCCC3)c(=O)[nH]c2c1 | -2 | 5 | 8 | -3 | -21 | -5 | . | .
CCCN1C[C@@H](C)[C@@H](OC)CN(C)C(=O)c2cc(NS(=O)(=O)CC)ccc2OC[C@H]1C | -6 | 2 | . | -1 | -9 | -4 | 7 | .
COc1ccc(CN(C)C[C@H]2Oc3ccc(NC(=O)Nc4cccc5ccccc45)cc3CC(=O)N([C@@H](C)CO)C[C@H]2C)cc1 | -1 | 7 | -1 | -5 | -2 | 4 | 3 | 16
COP(=O)(OC)c1nc(-c2cccc3ccccc23)oc1N1CCCCC1 | 1 | 9 | -26 | -3 | -2 | . | . | -18
NC(=S)N/N=C1\CC(n2nnnc2-c2ccccc2Cl)C2COC1O2 (stereo not drawn) | . | . | 6 | . | -21 | 21 | -1 | 23
Cn1c2c(c(=O)n(C)c1=O)C(c1cccc([N+](=O)[O-])c1)Nc1ccccc1O2 (stereo not drawn) | 6 | 27 | -3 | -7 | . | . | -6 | .
CS(=O)(=O)NCc1ccc(C(=O)NC2CCCCC2)cc1 | 0 | 2 | . | -2 | . | . | -8 | .
NS(=O)(=O)c1ccc(CNC(=O)c2ccc(S(=O)(=O)NCc3ccco3)cc2)cc1 | 2 | 4 | 6 | -1 | 10 | 7 | 7 | -7
O=C(Cc1ccc(Cl)cc1)Nc1ccc(Cl)cn1 | 3 | -5 | -5 | -7 | 1 | -7 | 0 | -45
O=C(CSCc1ccccc1)Nc1ccc2c(c1)C(=O)NC2=O | . | . | -3 | . | 16 | -9 | -10 | 2
C[C@@H]1CCCCO[C@@H](CN(C)C(=O)Nc2cccc3ccccc23)[C@H](C)CN([C@@H](C)CO)C(=O)c2cc(NC(=O)Nc3ccc(C(F)(F)F)cc3)ccc2O1 | 44 | -19 | -6 | -2 | 9 | -13 | 10 | -9
CC(=O)c1ccc(S(=O)(=O)Nc2ccc(Cl)c(S(=O)(=O)N3CCCC3)c2)cc1 | 0 | 0 | -4 | 5 | -5 | 4 | . | -2
Oc1ccc(C[C@H]2CNC(=S)N2CC2CCCN2C[C@H](Cc2ccccc2)N2C[C@H](Cc3ccc(O)cc3)N(CC3CCCCC3)C2=S)cc1 (stereo partly drawn) | 3 | 11 | . | 5 | 58 | -26 | -28 | 77*
Cn1c(SCC(=O)Nc2ccc3c(c2)OCCO3)nnc1-c1ccccn1 | 1 | 7 | 3 | -1 | . | . | -4 | .
O=C(NCCc1ccccc1)C1CCCN(S(=O)(=O)c2cnc[nH]2)C1 (stereo not drawn) | 0 | -8 | -17 | 10 | -9 | -15 | -7 | 12
CC1CCN(C(=O)CSc2ccc(-c3cccnc3)nn2)CC1 | 0 | . | -1 | 1 | 33 | -1 | 21 | .
COc1cccc(C(=O)Nc2ccc3c(c2)C(=O)N(C)C[C@H](OC)[C@@H](C)CN(C)[C@H](C)CO3)c1 | 44 | 2 | -8 | 4 | -3 | 1 | -5 | .
O=C(Nc1cc(F)ccc1F)N1C[C@@H]2[C@H](c3ccccc31)[C@@H](CO)N2Cc1ccncc1 | -7 | 13 | 9 | -1 | 12 | 0 | 7 | 11
CO[C@H]1CN(C)C(=O)c2ccc(NC(=O)C3CCOCC3)cc2OC[C@H](C)N(Cc2cccnc2)C[C@H]1C | -2 | -7 | -11 | 0 | -5 | 6 | 6 | 18
COc1ccc(-c2csc(N(CC3CCCO3)C(=O)c3ccc(C)cc3)n2)cc1 (stereo not drawn) | 1 | 4 | -3 | 2 | . | . | 5 | 8
C/C=C/c1ccc([C@@H]2[C@@H](CO)N3C(=O)CN(C(=O)Nc4cccc(OC)c4)C[C@@H]23)cc1 | . | . | . | . | -8 | 23 | 2 | 2
O=C(COC(=O)CNC(=O)c1ccccc1Cl)NC1CCCC1 | 2 | 4 | -1 | 6 | . | -2 | -4 | 8
